ERK EGF inh: blocks ERK signaling stimulated by EGF; Potency, µM (highest dose often 11.5 µM), for the others: at the highest dose activity change, negative = inhibition, hits mostly inhibitors; HEK293-V1b, EGF-stimulated phospho-ERK AlphaScreen; 130,000 tested, 0.41% active; AID 1454; active means well fitted inhibition curve with a large enough effect; inconclusive means small, poorly fitted or top-dose-only effect, or effect the other way;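 further: plate controls were stimulated vehicle wells for no effect and unstimulated vehicle basal for full effect; nearly all actives have a fitted effect of over 55% in size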
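In this qHTS, HEK293 cells with stable type-1 vasopressin (V1b) receptor were exposed to compound at 37C for 30 min, stimulated 5 min with EGF at 25 nM, lysed, and probed for phospho-ERK by AlphaScreen.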
The depositor's hits bear a star; u = inconclusive; [ ] = another dose, or the depositor's remark. Potency means the concentration at half of the fitted maximal effect.

SMILES	ERK EGF inh
CCCN1CNC(=S)N(c2ccccc2OC)C1	2%
CCC(=O)N(C)CCc1cc2c(c(OC)c1/C=N/NC(=O)c1ccc(Br)cc1)OCO2	8%
CCCCCCN(C(=O)CCCCCN1C(=O)NC(c2ccc([N+](=O)[O-])cc2)C(C(=O)OCc2ccccc2)=C1C)C(C(=O)NCCCC)c1ccc(OCC(=O)OC)c(C(=O)OC)c1 (stereo unspecified)	-7%[57.5 µM]
Cc1ccc(-c2c(C(=O)N(C)Cc3ccccc3)oc(=O)c3ccccc23)cc1	2%
O=C1c2cccc3cccc(c23)C(=O)N1CCN1CCN(C(=S)Nc2ccc(F)cc2)CC1	2%
Cc1sc2ncn(CC(=O)NCc3ccco3)c(=O)c2c1-c1ccc(F)cc1	-11%
COC(=O)CSc1ccc(S(=O)(=O)N2CCC(C)CC2)cc1[N+](=O)[O-]	-4%
COc1cc(/C=C2\C(=O)N(c3ccc(S(N)(=O)=O)cc3)N=C2C)ccc1OC(=O)c1ccco1	-6%
CC(C)(C)c1ccc(C(=O)Nc2ncn[nH]2)cc1	11%
O=[N+]([O-])c1cccc(-c2ccc(/C=N/NC(=S)Nc3cccc(F)c3)o2)c1	-4%[57.5 µM]
C/C(CC(=O)Nc1ccc(C)c(Cl)c1)=N\NC(=O)c1ccco1	-6%
O=C(NNC(=S)NC1CCCCC1)c1cccc(S(=O)(=O)Nc2ccccc2Cl)c1	3%
O=C(COC(=O)CCc1ccc(S(=O)(=O)N2CCOCC2)cc1)NC1CCCCCC1	-6%
C=C(C)C(=O)Nc1cccc(C2=NOC3(C2)C[C@@H](C(N)=O)N(C(=O)C(=C)C)C3)c1 (stereo partly specified)	-6%[57.5 µM]
O=C(c1ccccc1Cl)N1CCC(O)(c2cccnc2)CC1	41%
CC(C)N(c1nnc(N)s1)C(C)C	5%
Cc1cc(C)c(N=C2CCCN2Cc2ccccc2)c(C#N)c1	-7%
O=C(COC(=O)c1ccc2ccccc2c1)NCCCc1ccccc1	-1%
COc1ccc(NC(=O)NNC(=O)c2ccccc2-n2cccc2)cc1OC	-10%
COc1ccc(/C=N/n2c(=O)[nH]c3c([nH]c4ccc(F)cc43)c2=O)cc1CN1CCCCC1	-29%[57.5 µM]

Single entries from the results shown.
In ERK EGF inh, C=C(C)C(=O)Nc1cccc(C2=NOC3(C2)C[C@@H](C(N)=O)N(C(=O)C(=C)C)C3)c1 (stereo partly specified) shows -6%[57.5 µM]
In ERK EGF inh, C/C(CC(=O)Nc1ccc(C)c(Cl)c1)=N\NC(=O)c1ccco1 shows -6%

Other compounds:
SMILES	ERK EGF inh
Cc1cc(O)c(C(C)C)cc1NC(=O)c1ccccc1Cl	-3%
CCOc1ccc(S(=O)(=O)NCCC(=O)OCC(=O)c2ccc[nH]2)cc1	4%
CC(C(=O)Nc1ccccc1C(=O)O)n1c(C(F)(F)F)nc2ccccc21 (stereo unspecified)	-3%
O=C1c2ccccc2C(=O)C1c1ccc(O)cc1	-1%
CC(C)(C)C(=O)COC(=O)c1cc(-c2cccnc2)nc2ccccc12	22%
CC(=O)c1ccc(NC(=S)NNC(=O)NC2CCCCC2)cc1	-4%
CC1CN(C(=O)c2ccc(CNS(=O)(=O)c3cccc(C(F)(F)F)c3)cc2)CC(C)O1 (stereo unspecified)	-2%
CC(=O)Nc1ccc(NC(=O)CCC(=O)OCC(=O)c2cccc([N+](=O)[O-])c2)cc1	-2%
Cc1ccc(NC(=O)/C(C#N)=C/c2ccccc2C(F)(F)F)cc1	9%
O=C(/C=C/c1c(Cl)nc2ccccn12)N1CCN(c2ccc(F)cc2)CC1	-1%
COCCNC(=S)N1CCN(S(C)(=O)=O)CC1	0%
C=CCn1c(C(CCCC)CC(C)O)n[nH]c1=S (stereo unspecified)	8%
Cn1/c(=N\NC(=O)c2ccccc2Cl)sc2ccccc21	2%
C/C(=N\NC(=O)CN1CCN(Cc2ccccc2)CC1)c1ccncc1	-12%[57.5 µM]
Cc1ccc(-n2nnnc2SCC(=O)NC2CCCc3ccccc32)c(C)c1 (stereo unspecified)	-9%
COc1ccc(NC(=O)C2CCN(C(=O)Cc3ccccc3)CC2)cc1OC	10%
CCn1ncc(/C=N\NC(=O)Cc2ccc([N+](=O)[O-])cc2)c1C	5%
O=C(CCS(=O)(=O)c1ccccc1)Nc1cccc(-c2nc3ccccc3s2)c1	5%
CC(C)(C)NC(=O)CSc1nc2ccc(Nc3nc(N4CCOCC4)nc(N4CCOCC4)n3)cc2s1	-8%
CC(C)(C)C(=O)N1N=C(c2ccc(NS(C)(=O)=O)cc2)CC1c1cccs1 (stereo unspecified)	-2%
CCOC(=O)c1[nH]c2ccccc2c1NC(=O)c1ccc(S(=O)(=O)N(C)C)cc1	-3%
O=C(NNc1ccc(Cl)cc1)C1CCC1	5%[57.5 µM]
Brc1ccccc1OCCNCc1ccccc1	0%
COc1ccc(-c2ccnc3cc(C(=O)O)nn23)cc1	2%
O=C(N/N=C/c1cccc(F)c1)c1c(O)c2c([nH]c1=O)CCCC2	0%
Cc1ccc(NC(=O)CN(C)C(=O)COc2ccc(C(=O)c3ccc(F)cc3)cc2)cc1	-1%
O=c1c(-c2ccc(Cl)cc2)cnc2n1CCS2	-1%
COC(=O)[C@@]1(Cc2ccc(OC)cc2)[C@H]2c3cc(C(=O)N4CCCC4)n(Cc4ccc(C)c(F)c4F)c3C[C@H]2CN1C(=O)c1ccccc1	-1%
O=C1C2CC=CCC2C(=O)N1c1ccc(NCCc2ccccc2)c([N+](=O)[O-])c1 (stereo unspecified)	u
COc1ccccc1NC(=O)CSc1nnc(CSc2nc(C)cc(C)n2)o1	1%
CCS(=O)(=O)N1CCC(C(=O)NCCN2CCOCC2)CC1	-1%
Cc1ccc(NCc2ccco2)cc1C	-11%
COc1cc(NC(=O)CSc2nc(C)cc(C)n2)cc(OC)c1OC	-10%
CN(Cc1ccc(-n2cccn2)cc1)Cc1cn(C)nc1-c1ccccc1F	-18%
COc1ccc(NC(=O)c2ccsc2NC(C)=O)cc1	-6%
COc1ccc(NC(=S)NCc2ccc3c(c2)cc(C)n3C)cc1	2%
COc1ccc(C(=O)C[n+]2ccc(N(C)C)cc2)cc1	-7%[57.5 µM]
Cc1cc(C(=O)CCl)c(C)n1-c1c(C)n(C)n(-c2ccccc2)c1=O	0%
Cc1ccc(C(=O)OCC2OC3OC(C)(C)OC3C2O)cc1 (stereo unspecified)	8%
Cc1cc(NC(=O)Cc2ccccc2)ccc1NC(=O)c1cccs1	-2%
c1ccc(Nc2nc(-c3ccncc3)nc3ccccc23)cc1	0%
COc1ccc(-c2nc3ccccc3nc2-c2ccccc2)cc1	12%
O=C(NCC1CCCO1)c1ccc(S(=O)(=O)N2CCC(c3nc4ccc(Cl)cc4[nH]3)CC2)cc1 (stereo unspecified)	10%
COc1ccccc1/C=N/NC(=O)CO	7%
CC1CC2=C(C(=O)O1)C(c1ccccc1)Nc1ccccc1N2 (stereo unspecified)	-9%
Cc1ccc(CN2CCN(/N=C/c3cccn3C)CC2)c(C)c1	u
Cc1ccc(S(=O)(=O)NC2(C(F)(F)F)NC(=O)N(CCc3ccccc3)C2=O)cc1 (stereo unspecified)	6%
CC(C)C(NC(=O)c1ccccc1F)C(=O)OCC(=O)c1ccc(F)cc1 (stereo unspecified)	-11%
CC(/C=C/c1ccccc1)=N/NC(=O)c1cnccn1	4%
O=C(/C=C/c1ccco1)NCC(=O)N/N=C/c1ccccc1[N+](=O)[O-]	7%
COC(=O)C1=C(C)Nc2nnnn2C1c1ccccc1Cl (stereo unspecified)	3%
COc1ccc(NC(=O)CSc2ccccc2)cn1	10%
S=c1nc(C2CCCCC2)n(-c2ccccc2)[nH]1	1%
CC[n+]1cccc(-c2nc3ccccc3s2)c1	0%
O=C(CCC1CCCCC1)NCCN1C2=NC[C@H](Cc3ccc(O)cc3)N2C[C@H]1Cc1ccc(O)cc1	-6%[57.5 µM]
C[C@@]12C(=O)OC(=O)[C@@]1(C)C1CCC2O1	u
Cc1cc(C)cc(NC(=S)N(CCN2CCCCC2)Cc2ccco2)c1	0%
Cc1cccc(NC(=O)CN2C(=O)CSC2=O)c1	-2%
COc1ccc(Nc2nnc(C)c(=O)[nH]2)c(OC)c1	1%[57.5 µM]
C#CCOCCOCCOCCNc1nc(N2CCN(C(=O)[C@H](CCC(=O)O)n3cc(C(N)CO)nn3)CC2)nc(N2CCN(C(=O)[C@H](CCC(=O)O)n3cc(C(N)CO)nn3)CC2)n1 (stereo partly specified)	-1%[57.5 µM]

Shown in markdown: 18 of the compounds above.
| canonical_smiles | ERK EGF inh |
| --- | --- |
| Cc1cc(NC(=O)Cc2ccccc2)ccc1NC(=O)c1cccs1 | -2% |
| c1ccc(Nc2nc(-c3ccncc3)nc3ccccc23)cc1 | 0% |
| COc1ccc(-c2nc3ccccc3nc2-c2ccccc2)cc1 | 12% |
| O=C(NCC1CCCO1)c1ccc(S(=O)(=O)N2CCC(c3nc4ccc(Cl)cc4[nH]3)CC2)cc1 (stereo unspecified) | 10% |
| COc1ccccc1/C=N/NC(=O)CO | 7% |
| CC1CC2=C(C(=O)O1)C(c1ccccc1)Nc1ccccc1N2 (stereo unspecified) | -9% |
| Cc1ccc(CN2CCN(/N=C/c3cccn3C)CC2)c(C)c1 | u |
| Cc1ccc(S(=O)(=O)NC2(C(F)(F)F)NC(=O)N(CCc3ccccc3)C2=O)cc1 (stereo unspecified) | 6% |
| CC(C)C(NC(=O)c1ccccc1F)C(=O)OCC(=O)c1ccc(F)cc1 (stereo unspecified) | -11% |
| CC(/C=C/c1ccccc1)=N/NC(=O)c1cnccn1 | 4% |
| O=C(/C=C/c1ccco1)NCC(=O)N/N=C/c1ccccc1[N+](=O)[O-] | 7% |
| COC(=O)C1=C(C)Nc2nnnn2C1c1ccccc1Cl (stereo unspecified) | 3% |
| COc1ccc(NC(=O)CSc2ccccc2)cn1 | 10% |
| S=c1nc(C2CCCCC2)n(-c2ccccc2)[nH]1 | 1% |
| CC[n+]1cccc(-c2nc3ccccc3s2)c1 | 0% |
| O=C(CCC1CCCCC1)NCCN1C2=NC[C@H](Cc3ccc(O)cc3)N2C[C@H]1Cc1ccc(O)cc1 | -6%[57.5 µM] |
| C[C@@]12C(=O)OC(=O)[C@@]1(C)C1CCC2O1 | u |
| Cc1cc(C)cc(NC(=S)N(CCN2CCCCC2)Cc2ccco2)c1 | 0% |

(next part)
SMILES	ERK EGF inh
Cc1ccc(-n2nnnc2SCC(=O)N2CCc3ccccc3C2)cc1	5%
O=c1c(CCc2ccccc2)nc2cnc(Oc3ccccc3)nc2n1C[C@H]1CCCO1	-1%
O=C(O)c1ccccc1C(=O)NCC(O)COc1ccc(Cl)cc1 (stereo unspecified)	-8%[57.5 µM]
COc1cccc(C(=O)CSc2nc3ccccc3n2CC(=O)N(C(C)C)C(C)C)c1	4%
CCc1nc(CN2CCN(c3cc(C(F)(F)F)ccn3)CC2)c(C)[nH]1	-14%[57.5 µM]
O=c1c2[nH]c3ccccc3c2nc2n1CCS2	-12%
NC(=O)NCc1ccc(F)cc1	5%
CC1(OC(=O)c2ccco2)C(=O)C=C2C=C(C3CC3)OC=C2C1=O (stereo unspecified)	-25%
COc1ccccc1C1=NNC(=Nc2cccc(S(=O)(=O)N(C)C)c2)SC1	1%
Cc1cc(C)c2nc(NC(=O)c3ccc4c(=O)n5c(nc4c3)CCCCC5)sc2c1	-7%
CCC(=O)N1CCC2(CC1)Oc1ccc(Cl)cc1C(=O)C21CC(c2ccccc2)=NO1 (stereo unspecified)	-1%[57.5 µM]
Cc1cccn2c(CN[C@H]3CCCCNC3=O)c(C(=O)N3CCOCC3)nc12	-20%[57.5 µM]
COc1cccc(NC(=O)COC(=O)C2CCN(S(=O)(=O)c3cccs3)CC2)c1	4%
Cc1cc(C)c(S(=O)(=O)N2CCCOC2CNC(=O)C(=O)NCc2ccco2)c(C)c1 (stereo unspecified)	0%
COc1ccc(NC(=O)Nc2nnc(-c3ccco3)s2)cc1	1%[57.5 µM]
CC(=O)OCC(=O)C1=CCC2C3CCC4=CC(=O)C=CC4(C)C3(F)C(OC(C)=O)CC12C (stereo unspecified)	-17%[57.5 µM]
CC(C)(C)NCc1cc(Cl)ccc1OCc1cccs1	9%
O=c1nc(N/N=C/C=C/c2ccccc2)cn[nH]1	4%[57.5 µM]
CCN(CC)CCn1c(-c2ccccc2)nc2c(NC3CCCCC3)nc(C)nc21	15%
O=C(CCNS(=O)(=O)c1cccc2nsnc12)NCc1ccccc1Cl	0%
CC(C(=O)Nc1ccc(S(=O)(=O)N2CCOCC2)cc1)N1C(=O)C2CC=CCC2C1=O (stereo unspecified)	u
Cc1cccc(Nc2nnc(-c3ccc(N4CCOCC4)c([N+](=O)[O-])c3)c3ccccc23)c1	4%
O=C(N/N=C/c1ccccn1)c1cccc([N+](=O)[O-])c1	6%
Cc1ccn2cc(-c3ccc(NC(=O)c4ccco4)cc3)nc2c1	3%
CCN1CCN(C(=O)c2ccc(Cl)c(S(=O)(=O)N3CCCCCC3)c2)CC1	3%
Cc1ccc(C2=N/C(=C\c3ccc(OS(=O)(=O)c4ccc(C)cc4)cc3)C(=O)O2)cc1	-5%
O=C(CN1C(=O)CC(c2ccco2)Sc2ccccc21)Nc1ccccc1F (stereo unspecified)	-1%
Cn1c(=O)c2c(nc(N/N=C/c3ccco3)n2C)n(C)c1=O	0%
Cc1cccc(OCCCC(=O)Nc2ccc(S(N)(=O)=O)cc2)c1	0%
CC(=O)NC(=O)c1cnn(-c2ccccc2)c1N	9%[57.5 µM]
COc1ccc(Nc2nnc(SCC(=O)c3cc4ccccc4o3)s2)cc1	u
COC(C[C@@H](O)[C@H](C)[C@H](O)COCc1ccccc1)OC	-3%[57.5 µM]
CCOc1ccc(Oc2nc(N(CC)CC)nc(N3CCOCC3)n2)nn1	2%
COc1cccc(CNC(=O)CSc2cc(=O)n(C)c3ccccc23)c1	-1%[57.5 µM]
Fc1ccc(-c2c[nH]c(=S)n2Cc2ccccc2)cc1	6%

Only part of the results is shown; rates above refer to the full screens.
